# Compound activity deposited in PubChem by several laboratories.
# CIT2 TOR yeast: modulators of TOR pathway CIT2-GFP in S. cerevisiae; hit rate 0.065% among 320,000; GFP response vs DMSO, % at 10 µM; S. cerevisiae CIT2-GFP strain, flow cytometry, 3 h; 100 means same as DMSO wells; AID 2029;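 active = GFP response relative to DMSO above a set limit, near the screen mean plus 3 SD, cut at about 150% in these data; inconclusive = Fewer than 70 cells measured for a yeast strain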;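 note: ratio of well median GFP fluorescence to mean of DMSO wells on the plate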
# LAP4-GFP MLPCN: yeast TOR pathway LAP4-GFP modulation; S. cerevisiae LAP4-GFP multiplex, flow cytometry GFP, 3 h; median GFP as percent of DMSO wells; GFP response vs DMSO, % at 10 µM; hit rate 0.34% among 320,000;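 active = GFP response vs DMSO above a set limit, about the screen mean plus 3 SD, cut at about 150% in these data; inconclusive = under 70 cell events counted for the yeast strain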
# GASC-1 inh: inhibitors of human GASC-1 (JMJD2C) demethylase; Q9H3R0; GST-JMJD2C(1-420) H3K9me3 demethylation, DELFIA europium; inhibition, % at 2.35 µM; hit rate 0.069% among 330,000;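 active = more than half of a compound's replicate wells show inhibition beyond 50%, single wells judged on their own value; inconclusive = some, but no more than half, of replicates pass 50% inhibition; inactive = no replicate passes 50% inhibition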;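 note: signal counts dimethyl H3K9 product captured on neutravidin plate; 0% = median of DMSO wells and 100% = 0.3 times that DMSO median; strong numbers were not always called active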
# Target sequence (Q9H3R0 1-420 limits assumed): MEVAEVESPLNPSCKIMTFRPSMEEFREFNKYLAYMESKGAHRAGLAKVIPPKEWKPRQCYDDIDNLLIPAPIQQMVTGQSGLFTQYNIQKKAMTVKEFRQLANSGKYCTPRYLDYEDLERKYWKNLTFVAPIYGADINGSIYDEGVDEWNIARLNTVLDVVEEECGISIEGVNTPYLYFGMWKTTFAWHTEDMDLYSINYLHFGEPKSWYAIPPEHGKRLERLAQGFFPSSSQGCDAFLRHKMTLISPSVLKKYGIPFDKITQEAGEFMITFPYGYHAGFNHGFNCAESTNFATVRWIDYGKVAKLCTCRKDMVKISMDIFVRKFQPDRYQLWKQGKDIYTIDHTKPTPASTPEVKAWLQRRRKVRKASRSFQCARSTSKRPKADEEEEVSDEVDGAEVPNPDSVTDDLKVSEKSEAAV
# AGP1-GFP MLPCN: yeast TOR pathway AGP1-GFP modulation; GFP response vs DMSO, % at 10 µM; AID 2066; S. cerevisiae AGP1-GFP multiplex flow cytometry, 3 h; GFP as percent of DMSO wells; hit rate 0.02% among 320,000;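 active = GFP response relative to DMSO above a set limit, near screen average plus 3 SD, cut at about 150% in these data; inconclusive = fewer than 70 cells counted for the yeast strain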;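 note: median GFP channel fluorescence of the gated AGP1 strain per well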
# RPL19A-GFP yeast: alters RPL19A-GFP fluorescence in TOR pathway yeast screen; percent response vs DMSO, % at 10 µM; S. cerevisiae RPL19A-GFP strain, flow cytometry, 3 h; stronger effect = lower value; hit rate 0.3% among 330,000;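 active = percent response vs DMSO below 50%; inconclusive = fewer than 70 events counted for the yeast strain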;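 note: median channel GFP fluorescence of the barcoded RPL19A-GFP strain; ratio of sample median GFP to plate DMSO average so 100% = DMSO; lower means less RPL19A-GFP as with rapamycin TOR inhibition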
# VLA-4 inh: inhibition in a human VLA-4 binding assay; VLA-4 expressing cells, ligand binding flow cytometry; inhibition, % (about 7 µM as worked out from the volumes in the protocol); hit rate 0.2% among 330,000; in the data active = inhibition above about 50%
# MEP2-GFP yeast: alters MEP2-GFP fluorescence in TOR pathway yeast screen; GFP response vs DMSO, % at 10 µM; S. cerevisiae MEP2-GFP strain, flow cytometry GFP, 3 h; 100% = DMSO control level; AID 2016; hit rate 0.51% among 330,000;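 active = GFP response versus DMSO above a set limit, roughly screen mean plus 3 SD, cut at about 180% in these data; inconclusive = fewer than 70 cells counted for a yeast strain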;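 note: median GFP fluorescence of the barcode-gated MEP2-GFP cells per well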
# GRK2 aptamer HTS: human GRK2 inhibition via aptamer displacement | P25098 | bead flow cytometry, FAM-aptamer displacement from GRK2 | inhibition of aptamer binding, % at 10 µM | hit rate 0.59% among 330,000;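 active = inhibition of aptamer binding above 40%, roughly 3 SD of noise, on plates passing a quality check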;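 note: median bead fluorescence of bound FAM aptamer so fluorescent compounds give negative values; no value below 0 was filed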
# Target sequence (P25098 whole entry, looked up): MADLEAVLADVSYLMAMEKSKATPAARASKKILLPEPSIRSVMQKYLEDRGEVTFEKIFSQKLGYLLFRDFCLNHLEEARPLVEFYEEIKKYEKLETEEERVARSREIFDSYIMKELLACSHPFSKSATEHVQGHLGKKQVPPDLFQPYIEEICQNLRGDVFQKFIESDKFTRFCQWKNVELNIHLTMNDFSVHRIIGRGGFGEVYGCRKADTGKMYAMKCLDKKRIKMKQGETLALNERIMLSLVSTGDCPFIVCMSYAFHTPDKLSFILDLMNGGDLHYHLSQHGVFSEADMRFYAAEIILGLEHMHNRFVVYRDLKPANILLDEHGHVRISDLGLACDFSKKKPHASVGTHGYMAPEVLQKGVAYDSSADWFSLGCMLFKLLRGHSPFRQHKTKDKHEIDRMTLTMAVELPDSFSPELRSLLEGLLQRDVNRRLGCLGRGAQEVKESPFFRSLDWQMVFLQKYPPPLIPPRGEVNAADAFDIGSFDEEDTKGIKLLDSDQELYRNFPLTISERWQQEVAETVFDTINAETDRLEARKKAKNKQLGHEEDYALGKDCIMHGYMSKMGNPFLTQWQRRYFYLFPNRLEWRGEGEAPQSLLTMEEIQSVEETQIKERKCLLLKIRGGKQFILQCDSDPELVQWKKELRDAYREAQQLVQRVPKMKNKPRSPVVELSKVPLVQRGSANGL
# * hit, by the source's call; ? = inconclusive; · = not tested or not shown; & = joins results of further samples; [ ] = another dose, or the depositor's remark.
SMILES,CIT2 TOR yeast,LAP4-GFP MLPCN,GASC-1 inh,AGP1-GFP MLPCN,RPL19A-GFP yeast,VLA-4 inh,MEP2-GFP yeast,GRK2 aptamer HTS
COc1ccc(N2CCN(S(=O)(=O)/C=C/c3ccccc3)CC2)cc1,94,101,2,102,99,-2,96,0
Cc1c(C(=O)N2CCOCC2)sc2ncnc(N3CCc4ccccc4C3)c12,93,104,-9,105,99,32,104,0
COc1ccc(N2C(=O)CSC2c2ccccc2F)c(OC)c1 (stereo not drawn),106,97,1,104,104,1,107,1
CN1CCN(C2=C(Cl)C(=O)C(c3cnc(N4CCCCC4)s3)=C(Cl)C2=O)CC1,?,196*[may fluoresce violet],-7,17[may fluoresce violet],94[may fluoresce violet],24,319*[may fluoresce violet],0
Cc1cc(C)cc(NC(=O)c2ccc(NC(=O)C3C4CC5OC(=O)C3C5C4)cc2)c1 (stereo not drawn),96,83,0,86,90,6,87,2
O=C(Nc1ccc(F)cc1)c1cc(S(=O)(=O)N2CCCCC2)cs1,107,109,13,111,104,9,112,2
O=C(C1CCCN(Cc2cccs2)C1)N1CCCCCC1 (stereo not drawn),99,112,-5,104,105,0,109,0
O=C(CCSc1ccc(Cl)cc1)N1CCOCC1,102,95,-21,99,100,3,100,1
NS(=O)(=O)c1ccc(CNC(=O)Cc2ccsc2)cc1,109,107,2,108,98,-1,92,0
S=C(c1ccc(Br)cc1)N1CCN(Cc2ccccc2)CC1,96,95,-27,97,95,-5,95,3
CCOc1cc(CC(=O)N[C@@H](CC(C)C)c2ccccc2N2CCCCC2)ccc1C(=O)O,91,84,?,91,97,-5,86,5
COc1nc(-c2ccccc2)cc(C(F)(F)F)n1,104,98,0,102,105,3,106,3
COc1ccc(CNC(=O)CCCc2ccccc2)cc1,93,92,0,99,100,0,93,3
COc1ccc(OCC(=O)N/N=C(/C)Cc2ccccc2)cc1,95,98,-1,96,103,-7,105,2
O=C1C=C(N2CCOCC2)c2ccccc2C1=O,97,95,13,99,105,-1,109,6
Cc1cnc(C(=O)OC(C)C(=O)Nc2ccccc2-c2ccccc2)cn1 (stereo not drawn),99,92,5,97,95,0,95,0
O=C(c1ccccc1Nc1ccc(SC(F)F)cc1)N1CCCCC1,93,·,4,89,90,10,92,3
COc1ccc(CNC(=O)c2cc(COc3c(F)cccc3F)on2)cc1OC,108,112,-7,105,108,0,132,1
O=C(NC1CCCCCC1)c1c(O)nc2sccn2c1=O,75,112,-10,101,100,0,96,1
Cc1cc(Nc2ccccc2Cl)n2nnnc2n1,97,101,4,102,100,12,102,2
O=C(Nc1nnc(CC(=O)N2CCOCC2)s1)C1COc2ccccc2O1 (stereo not drawn),83,98,9,93,96,-4,95,3
O=C(N/N=C/c1ccc(O)c(O)c1)NC12CC3CC(CC(C3)C1)C2,76,88,11,79,97,6,99,2
CSc1sc(C(=O)N2CCc3ccccc32)cc1S(=O)(=O)C(C)C,94,110,-15,95,103,21,101,2
CCCCCN(C(=O)CCC(=O)OCC(=O)N(C)Cc1ccc(C)cc1)c1c(N)n(CCCC)c(=O)[nH]c1=O,91,93,-11,94,95,4,98,3
CC(C)c1cc(C(=O)N2CCCC(CCC(=O)N3CCN(c4ccccn4)CC3)C2)no1 (stereo not drawn),83,102,0,95,96,-1,93,0
CN1C(=O)N(C)c2cccc3cccc1c23,90,99,-11,99,99,9,98,1
Cc1ccc(CNC(=O)Cn2cnc(S(=O)(=O)N3CCC(C)CC3)c2)o1,97,101,-25,102,95,-8,104,0
C=CCN1C=CC(=CC=C(C#N)C#N)C=C1,101,116,-25,111,100,-12,99,0
O=C(Cn1c(=O)[nH]c2ccccc2c1=O)Nc1ccc2c(c1)OCO2,95,96,5,99,97,2,95,3
COc1cc(C(=O)COC(=O)c2cccs2)cc(OC)c1OC,91,99,16,97,105,-3,97,0
O=C(Nc1ccc(S(=O)(=O)N2CCCC2)cc1)c1cccnc1,100,96,5,95,95,18,100,0
Cc1ccc(/C=N/NC(=O)c2cccc([N+](=O)[O-])c2)o1,98,98,-3,91,98,13,97,2
CCc1cccc(NS(=O)(=O)c2ccc3c(c2)NC(=O)C(C)S3)c1 (stereo not drawn),94,97,-10,97,97,24,98,6
O=C(Nc1ccc2c(c1)OCO2)c1ccc(Br)c(S(=O)(=O)N2CCCC2)c1,·,93,2&-3,95,96,13,96,0
CC(C)N1C(=O)c2ccccc2C1C(=O)NC1CCCCCC1 (stereo not drawn),97,99,12,93,101,·,99,2
CC(C)CC(NC(=O)C1CCCCC1)C(=O)N1CCN(c2ccccn2)CC1 (stereo not drawn),100,96,-17,96,99,11,97,1
Cc1c(N/C(=N/S(=O)(=O)c2ccc(Cl)cc2)c2ccccc2)c(=O)n(-c2ccccc2)n1C,105,89,3,98,102,4,104,4
Cc1ccc2nc(N3CCN(C(=O)c4ccco4)CC3)sc2c1,90,121,14,102,90,-4,97,0
O=C(CN(C(=O)c1csnn1)c1cccc(C(F)(F)F)c1)NCCc1ccccc1,107,98,1,107,102,-3,98,0
CC(=O)NCCc1ccc(S(=O)(=O)Nc2ccc(NC(=O)c3ccc(F)cc3)cc2)cc1,113,97,-24,108,106,2,109,0
COC(=O)c1ccccc1SCc1csc(C)n1,98,109,-22,95,98,-3,94,4
Cc1cccc2c(C(=O)Nn3cnnc3)cc(-c3ccccc3Cl)nc12,102,106,10,104,95,9,104,0
CCCOc1ccc(N2C(=O)CC(N(CCc3ccc(S(N)(=O)=O)cc3)C(C)=O)C2=O)cc1 (stereo not drawn),92,96,-21,92,94,20,99,0
Nc1ccnn1-c1ccccc1,87,98,2,94,95,13,90,1
Cc1ccccc1N(Cc1cc(=O)[nH]c2ccccc12)C(=O)CCl,100,97,-9,95,101,5,109,3
COCCNC(=O)c1c[nH]c2cc(OC)c(OC)cc2c1=O,99,102,7,107,102,7,101,1
COc1ccc(-c2cc3ccccc3n2CC(O)CNCCO)cc1 (stereo not drawn),101,94,6,97,87,10,100,0
CCOC(=O)N1CCN(S(=O)(=O)c2ccc(OC)c(Cl)c2Cl)CC1,87,97,-6,99,99,1,96,3
Cc1ccc(N(C)S(=O)(=O)c2cccc(C(=O)NNC(=O)c3ccncc3)c2)cc1,93,100,-3,101,99,17,96,0
COc1cc(/C=N/NC(N)=S)ccc1OCC(=O)Nc1ccc(C)cc1,·,83,24,97,96,13,94,5
CN(CCO)c1ccc(/C=N/Nc2nncc3ccccc23)cc1,93,86,-16,95,91,2,87,34
Cc1c(N2C(=O)C(C)SC23C(=O)Nc2ccccc23)c(=O)n(-c2ccccc2)n1C (stereo not drawn),98,105,-3,103,104,-8,105,0
O=C(/C=C/c1ccc(OC(F)F)cc1)Nc1cccc(S(=O)(=O)N2CCOCC2)c1,92,105,-2,95,98,14,104,0
Cc1cccc(N2CC(C(=O)Nc3nnc(SCc4ccccn4)s3)CC2=O)c1 (stereo not drawn),106,125,5,111,102,1,114,0
CCn1c(SCc2nnc(-c3ccccc3)o2)nnc1-c1ccc(S(=O)(=O)N2CCCC2)cc1,104,112,46,103,105,2,102,0
O=C(CN(Cc1cccs1)C(=O)CSc1nnc(COc2ccccc2)o1)NC1CCCCC1,94,98,-6,96,94,-2,99,0
CCOC(=O)CC1=CC(=O)Nc2ccccc2N1,108,101,-8,106,100,2,101,1
Cc1ccc2c(c1)c1ncnc(N3CCN(c4ccccc4)CC3)c1n2C,90,126,0,104,97,-5,110,0
COC(=O)c1ccc(Oc2cc(C)nc(Cl)n2)cc1,93,97,2,93,97,-19,98,0
CCOC(=O)c1cccc(NC(=O)CCc2ccccc2)c1,81,108,-41,92,90,2,101,3

# Compounds above that contain bromine, in the order listed:
SMILES,CIT2 TOR yeast,LAP4-GFP MLPCN,GASC-1 inh,AGP1-GFP MLPCN,RPL19A-GFP yeast,VLA-4 inh,MEP2-GFP yeast,GRK2 aptamer HTS
S=C(c1ccc(Br)cc1)N1CCN(Cc2ccccc2)CC1,96,95,-27,97,95,-5,95,3
O=C(Nc1ccc2c(c1)OCO2)c1ccc(Br)c(S(=O)(=O)N2CCCC2)c1,·,93,2&-3,95,96,13,96,0

# The list continues:
SMILES,CIT2 TOR yeast,LAP4-GFP MLPCN,GASC-1 inh,AGP1-GFP MLPCN,RPL19A-GFP yeast,VLA-4 inh,MEP2-GFP yeast,GRK2 aptamer HTS
Clc1ccccc1OCCCCN1CCCC1,·,99,-5,109,109,12,107,0
CCOC(=O)c1cc(-c2ccccc2)sc1NC(=O)CN1C(=O)NC(CC)(c2ccc(F)cc2)C1=O (stereo not drawn),95,100,-9,92,96,6,97,4
C[C@@H]1NC(=O)/C(=C\c2ccccc2Cl)NC1=O,88,113,-3,102,89,-17,94,2
O=C(c1cccc([N+](=O)[O-])c1)c1ccc2c(c1)C(=O)N(c1c[nH]c(=O)[nH]c1=O)C2=O,130,112,6,111,105,-17,108,0
Cc1ccccc1-n1cc[nH]c1=S,98,95,·,94,108,25,101,0
CCC1(C)Cc2nc3[nH]c(=S)n(-c4ccccc4)c(=O)c3cc2CO1 (stereo not drawn),104,78,-9,91,104,1,99,0
CCOC(=O)/C(C#N)=C(/C)c1ccc(OC)cc1,104,107,-2,100,100,2,108,0
COc1ccc(CC(=O)OCC(=O)NC(=O)NC2CCCCC2)cc1,98,98,2,95,94,-8,102,2
CC(C)COC(=O)CCn1[nH]c(=O)c2ccccc2c1=O,95,99,2,98,96,12,100,2
CCCCCCCC(=O)N/N=C(\C)c1ccc(O)cc1O,100,90,1,96,104,21,104,0
Cc1ccc(C)c(C(=O)O/N=C(\N)c2ccc(Br)cc2)c1,94,108,2,82,96,14,94,0
Cc1ccccc1N1C(=O)C2ON(c3ccccc3)C(c3ccncc3)C2C1=O (stereo not drawn),98,99,8,97,101,5,102,0
O=C(NCCCCNC(=O)c1ccc(Br)cc1)c1ccc(Br)cc1,102,92,-2,106,104,-2,104,1
Cc1ccc(OCC(=O)Nc2ccc(N3CCCC3)cc2)cc1C,99,112,6,104,103,16,108,0
COc1ccc(-c2cccc(-c3nc4ccc(Cl)cn4c3NC3CCCCC3)c2)cc1,103,105,0,105,95,1,104,0
COCCn1c(SCC(=O)c2ccccc2)nc2c(c1=O)SC(C)C2 (stereo not drawn),94,98,-12,100,102,4,98,0
O=C(Nc1ccc(S(=O)(=O)NC2=NCCCCC2)cc1)c1ccc(C(F)(F)F)cc1,98,110,-2,106,100,10,104,2
Cc1ccc(NC(=O)CCC(=O)NNC(=O)CCc2ccccc2)c(C)c1,102,100,·,98,100,0,108,0
COC(=O)C[C@H]1c2cc(F)ccc2S(=O)(=O)N1c1ccccc1,103,93,-9,96,97,-4,101,0
COc1cccc(N2CCN(c3ccc4nnc(CCC(=O)Nc5ccccc5OC)n4n3)CC2)c1,98,105,-6,102,102,12,100,2
Cc1cc(/C=C2\NC(=O)NC2=O)c(C)n1-c1cccnc1,103,107,3,106,99,8,99,3
COc1ccc([C@H]2CC(=O)C=C(c3cc(OC)ccc3OC)C2)cc1,89,105,·,92,92,9,91,0
O=C(COc1ccccc1)Nc1cc(C(F)(F)F)ccc1N1CCCC1,82[may fluoresce red],110,3,?,94,1,?,0
O=C(COC(=O)c1ccc([N+](=O)[O-])cc1)NC1CCCC1,98,107,-8,97,101,2,104,32
Cc1ccc2cccc(Oc3ccc([N+](=O)[O-])cc3[N+](=O)[O-])c2n1,96,92,2,93,96,-26,100,3
